Source: PubChem BioAssay
m-calpain inh: blocks pig calpain II enzyme activity; 0.37% of 220,000 active; AID 1236; inhibition, % at 16 µM; purified calpain II, fluorogenic peptide substrate, 30 min;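 active = inhibition above about 50%, limit read from the data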
PPC-1+TRAIL kill: compounds killing PPC-1 cancer cells with TRAIL present (potentiator screen, no TRAIL-free arm) | PPC-1 cells + TRAIL, ATPLite viability luminescence | cell killing (% activity), % at 4 µM | 0.41% of 220,000 active;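 active = cell killing above 50% in the first pass at 4 µM, then a duplicate retest at 5 µM averaging 50% or more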;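 also: plate controls were cells with TRAIL plus DMSO for no effect and medium-only wells lacking cells for full effect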
TRPML3 agonist: activates the human TRPML3 channel; HEK293 TRPML3-YFP, Fluo-8 calcium fluorescence; 100% = the carbachol control signal; activation, % at 3 µM; 0.29% of 220,000 active;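 active = activation above its plate's cutoff, the mean activation of the plate's test wells plus 3 SD, cut at about 12% in these data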;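 also: 0% = DMSO only wells and 100% = carbachol wells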
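Test system: TRPML3-YFP stable HEK293 cells. Doses: single point at 3 µM. Incubation: dye loading 1 h 37 °C then 30 min ambient, 125 s read. Signal: Fluo-8 calcium dye fluorescence, ex 470-495, em 515-575 nm. Measure: percent activation from peak-to-basal fluorescence ratio, scaled between DMSO and carbachol.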
TRPN1 ag: agonists of zebrafish TRPN1 channel; HEK293 zebrafish TRPN1-YFP, Fluo-8 calcium fluorescence; 100% = response to 87 µM carbachol; AID 1424; 0.18% of 220,000 active; activation, % at 3 µM;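 active = activation above its plate's cutoff, the mean activation of test wells on that plate plus 3 SD, cut at about 19% in these data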;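 also: 0% = DMSO alone and 100% = 87 µM carbachol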
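System: zebrafish TRPN1-YFP in HEK293 cells / Dosing: 3 µM single point / Timing: dye loading 1 h at 37 °C, then 30 min room temperature / Signal: Fluo-8 calcium fluorescence, excitation 470-495 nm, emission 515-575 nm / Read-out basis: percent activation from peak over basal fluorescence ratio, control-normalized / Control set: high carbachol 87 µM, low DMSO alone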
EBV gp42 block: inhibitors of Epstein-Barr virus glycoprotein 42. Q1HVG2. Fluorescence polarization binding assay, mP read-out. inhibition, % (tested at 21.74 µM). 0.42% of 220,000 active; in the data active = inhibition above about 50%
Target sequence (Q1HVG2 whole entry, looked up): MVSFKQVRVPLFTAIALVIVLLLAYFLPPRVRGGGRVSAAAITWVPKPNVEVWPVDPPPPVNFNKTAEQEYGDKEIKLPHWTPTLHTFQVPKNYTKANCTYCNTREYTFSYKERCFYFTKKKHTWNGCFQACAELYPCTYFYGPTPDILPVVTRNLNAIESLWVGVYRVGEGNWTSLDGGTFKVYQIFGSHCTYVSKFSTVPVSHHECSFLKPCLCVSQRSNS
Cl transport mod: KCC2 (human) Cl- transport modulation. Q9H2X9. KCC2 cells, thallium flux FluoZin-2 fluorescence. B-score of Tl+ flux slope (higher = more flux/activation; lower = inhibition) at 10 µM. 2.2% of 190,000 active. AID 1456;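 active = thallium flux slope and its plate-corrected score both differing from the plate sample mean at a set confidence after two filtering rounds, in either direction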;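 also: slope of fluorescence scaled to starting intensity during 10 to 20 s after thallium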
thrombin 1536: inhibitors of human thrombin; P00734; alpha-thrombin, Boc-VPR-AMC fluorogenic substrate cleavage; inhibition, % at 5 µM; 0.26% of 220,000 active;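 active = inhibition at or above 40%; inactive = inhibition below 40%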;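 also: 0% = enzyme with no compound and 100% = wells without enzyme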
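signal = AMC fluorescence, 355/460 nm | material = human alpha-thrombin enzyme | control set = enzyme without compound as high, wells lacking enzyme as low | times = reaction at room temperature | read-out basis = percent inhibition scaled between no-compound controls and no-enzyme blanks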
Tb hexokinase: blocks Trypanosoma brucei hexokinase 1 activity; recombinant TbHK1, G6PDH-coupled NADH A340; inhibition, % at 10 µM; 0.11% of 220,000 active;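 active = inhibition of 50% or more in the single-dose primary screen; inactive = inhibition below 50%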
Furin inhibitor: inhibitors of human furin. purified furin, fluorogenic substrate cleavage. inhibition, % at 30 µM. P09958. 0.061% of 220,000 active; in the data active = inhibition above about 25%; also: inactives centre near -15
Target sequence (P09958 108-714 limits assumed): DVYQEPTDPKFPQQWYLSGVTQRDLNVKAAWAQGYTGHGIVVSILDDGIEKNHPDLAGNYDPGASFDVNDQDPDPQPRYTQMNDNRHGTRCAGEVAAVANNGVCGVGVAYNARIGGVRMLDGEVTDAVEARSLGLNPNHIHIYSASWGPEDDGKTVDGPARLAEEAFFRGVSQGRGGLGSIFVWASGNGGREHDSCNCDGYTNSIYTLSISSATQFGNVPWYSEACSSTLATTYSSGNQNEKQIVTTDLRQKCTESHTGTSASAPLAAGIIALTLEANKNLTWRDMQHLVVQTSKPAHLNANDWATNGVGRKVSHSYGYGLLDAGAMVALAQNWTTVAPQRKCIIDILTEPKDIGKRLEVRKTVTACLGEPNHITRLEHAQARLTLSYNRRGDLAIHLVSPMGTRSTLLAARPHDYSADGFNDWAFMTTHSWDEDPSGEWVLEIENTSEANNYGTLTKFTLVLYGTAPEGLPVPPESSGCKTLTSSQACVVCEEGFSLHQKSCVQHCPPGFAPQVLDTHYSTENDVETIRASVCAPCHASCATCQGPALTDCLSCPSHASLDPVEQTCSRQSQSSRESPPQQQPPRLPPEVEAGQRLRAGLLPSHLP
Starred values were filed as active, the others as inactive; · = no result given; [ ] = remark or other dose.

SMILES	m-calpain inh	PPC-1+TRAIL kill	TRPML3 agonist	TRPN1 ag	EBV gp42 block	Cl transport mod	thrombin 1536	Tb hexokinase	Furin inhibitor
CCOC(=O)C1(Cc2ccccc2)CCN(Cc2cccc(OC)c2O)CC1	-3.8	-12.2	0.7	3.6	-5.5	0.258	4.3	2.6	-9.9
CCOc1ncccc1C(=O)OCC(=O)Nc1cccc(S(N)(=O)=O)c1	-7.8	-2.1	1.2	1.1	-14.9	0.408	·	3.8	-28.7
Cc1c(C(=O)NCc2ccccn2)oc2ccccc12	4.2	-16.8	0.2	-0.7	2.1	-0.875	-6.7	-1.7	-22.6[20 µM]
COCCNCCCCSc1ccc(Cl)cc1	-6.8	8.1	0.7	0.2	-21.2	-0.0696	-4.9	7.3	-12.7
CN1CCC(Oc2ccccc2Sc2ccccc2)CC1	-0.7	11.5	2.4	-0.2	-12.2	-0.621	-4.4	4.5	-29.2
Cc1cccc(-c2nc3ccccc3c3nncn23)c1	9.8	-7.9	0.6	-0.2	-0.3	-1.35	1.3	4.0	-14.9
O=S(=O)(NCc1ccccc1F)c1cccc(S(=O)(=O)N2CCOCC2)c1	-12.6	17.1	0.3	0.8	-16.6	-0.0942	0.2	-0.6	-24.4
O=C(O)COc1ccccc1C1C2C(=O)N(c3ccccc3)C(=O)C2ON1c1ccccc1 (stereo not drawn)	10.5	15.1	-0.5	0.2	-5.2	0.169	3.0	1.6	-3.3
O=C(CSc1nc(-c2ccco2)cc(C(F)(F)F)n1)N1CCN(c2cccc(Cl)c2)CC1	-9.8	23.0	0.8	-0.4	-9.1	-0.755	-3.5	-11.2	-6.8[20 µM]
C/C(=N\NC(=O)CSc1nc2ccccc2[nH]1)c1ccncc1	-22.9	20.6	-0.3	-1.0	1.4	0.362	-8.6	-2.1	-15.3
COc1ccc(CC(=O)NNC(=O)c2cccs2)cc1	-7.6	-5.3	1.2	0.8	1.2	0.0592	2.1	33.1	-12.7
C[C@]12CC[C@@H]3c4ccc(OS(=O)(=O)O)cc4CC[C@H]3[C@@H]1CCC2=O	16.2	21.3	0.8	-0.6	-4.6	-0.0267	·	7.2	-14.5
O=C(CCCN1C(=O)c2cccc3cccc(c23)C1=O)NCc1cccs1	-5.8	2.0	0.7	-0.1	-4.2	-0.729	-1.6	1.0	-14.3
Cn1nnnc1SCc1nc2scc(-c3ccc(Cl)cc3)c2c(=O)[nH]1	-38.3	12.8	2.7	6.3	-18.4	-0.464	4.2	29.3	-15.9
CCc1nn2c(=O)cc(CSc3nc4sc5c(c4c(=O)n3C)CCCC5)nc2s1	·	·	0.7	1.7	·	1.79	·	0.7	-18.4[20 µM]
O=C1C2CCCN2C(=O)N1CCCCN1CCN(c2ccccc2)CC1 (stereo not drawn)	13.8	-1.0	1.1	0.9	1.4	1.7	-0.1	-1.4	-14.0
CC1(C)Cc2nc3scc(NC(=O)c4ccccc4)c3cc2CO1	-4.9	8.7	1.0	3.2	-7.1	-1.66	-7.5	2.6	-20.5
Cc1ccc(S(=O)(=O)N(C)C)cc1NC(=O)COC(=O)c1ccc(Cl)cc1	-1.8	8.3	1.4	1.2	-2.0	-2.34	11.8	-1.6	-22.6
CC(C)(C)c1cc(C(=O)NNC(=O)c2ccc(C(F)(F)F)cc2)no1	21.5	1.5	0.8	2.7	-15.6	64.3*	-2.2	-11.1	-7.1
CC(=O)N1CSCC1C(=O)N1CCN(c2ccc(N3CCOCC3)nn2)CC1 (stereo not drawn)	-400.0	12.7	0.6	-0.5	-21.4	·	-1.4	-2.2	-25.0
C=CCn1cnc2scc(-c3ccc(C)cc3)c2c1=O	-46.4	-10.0	-0.3	0.2	-3.1	·	-13.2	-3.5	-5.9[20 µM]
CCOC(=O)C1CCN(C(=S)Nc2ccc(Cl)cc2C)CC1	-21.9	-22.0	0.8	1.3	5.8	0.267	3.1	0.8	-23.0
C=CCOC(=O)C1=C[C@H](c2ccc(Br)cc2)[C@@H](CCCO)[C@H](OCC)O1	11.3	6.6	0.1	0.1	-3.9	-1.08	4.5	-11.2	-28.0
Cc1nnc(SCc2cnc(-c3ccc(C(C)C)cc3)s2)n1C	-4.2	90.7*[5 µM]	0.1	0.2	-6.4	·	-7.7	-4.2	-25.9
COc1ccc(/C=N/Nc2nnc(-c3ncc[nH]3)c3ccccc23)cc1	-15.5	43.9	0.2	0.7	-24.8	0.569	-0.2	-3.7	-12.9[20 µM]
O=C(Cc1ccc(Cl)cc1)Nc1ccccc1CO	-13.4	-0.6	-0.5	0.1	-8.9	1.87	1.5	3.8	-3.9[20 µM]
COc1ccc2c(CC(=O)OCC(=O)Nc3ccc4c(c3)OCO4)coc2c1	-0.3	-25.6	0.2	0.8	-3.3	-0.468	-4.7	-1.8	-4.3
CCOc1ccc(CN(C(=O)c2ccco2)C2CCS(=O)(=O)C2)cc1 (stereo not drawn)	7.9	7.8	0.4	1.1	-7.4	·	1.6	-4.2	-24.3
CCOc1ccc(-n2c(=O)[nH]cc(C(=O)Nc3ccc(OC)c(OC)c3)c2=O)cc1	-18.4	20.4	0.6	-0.1	-17.1	-0.0357	-2.8	-5.6	-15.4
COc1ccc(/C=C(\C#N)C(=O)OC2CCOC2=O)cc1 (stereo not drawn)	-36.3	-6.1	1.3	-0.1	-2.7	1.25	0.4	-25.1	-19.2
O=[N+]([O-])c1ccc(NCCNS(=O)(=O)c2ccccc2)cc1	8.6	-10.0	0.8	1.9	-17.9	-0.229	-8.4	-5.7	-14.4
Cc1occc1C(=O)n1cnc2ccccc21	3.8	22.2	-0.2	-1.6	-21.5	0.973	0.5	0.9	-22.4[20 µM]
CCc1cc(-c2n[nH]c(=S)n2CC(C)C)cs1	44.2	3.1	-0.4	-2.3	6.2	8.35*	-7.5	-0.4	-4.8
O=C(Nc1ccc(Cn2cccn2)cc1)c1ccc(COc2ccc(Br)cc2)cc1	14.8	19.8	1.1	0.4	-1.0	1.41	2.8	-9.1	-8.1[20 µM]
CC(C)N1CCc2c(sc(NC(=O)c3nc4ccccc4s3)c2C(N)=O)C1	-12.8	19.5	0.2	1.0	-1.2	·	-2.3	-1.9	-2.8
CC(C)(C)OC(=O)NCCCCCNC(=O)c1[nH]cnc1C(=O)N[C@@H](CCCCNC(=O)OC(C)(C)C)C(=O)OC(C)(C)C	54.4*	6.1	-0.9	-2.8	-10.0	-1.17	-1.2	3.3	-3.4
COc1ccccc1NNC(=O)c1cccnc1Oc1ccccc1	26.4	19.0	0.1	0.6	-3.1	1.33	5.0	-3.7	-15.6
COc1ccc(/C=C/C(=O)N2CCN(c3ccccc3)CC2)cc1S(=O)(=O)N1CCOCC1	-8.5	-2.1	2.9	4.1	-11.2	-0.972	3.0	-8.0	-27.6
CSc1nnc(-c2cccc(C)c2)n1N	-18.3	27.4	0.7	-0.1	-16.8	0.00864	3.9	6.0	-17.8[20 µM]
Nc1n[nH]c2c1C1(CCCC1)Cc1ccccc1-2	1.9	10.1	-0.6	0.6	-7.4	-1.96	0.2	0.0	-16.0[20 µM]
Cn1ccnc1C(O)(c1ccccc1)c1nccn1C	10.6	-12.1	-0.5	-0.7	-14.6	0.29	0.8	-1.8	-8.5
Cc1cc(-c2csc(N)n2)c(C)n1-c1ccccc1	-25.6	17.4	-0.2	-0.8	3.7	-0.347	-1.2	-5.6	-20.8
COc1ccc(-c2nnc(SCC(=O)Oc3ccc(C)cc3)o2)cc1	19.9	26.3	-0.4	-1.2	-10.1	-1.66	-4.0	-5.8	-10.4[20 µM]
CCN(CC)CCC(c1cc(OC)c(OC)c(OC)c1)c1c(OC)cc(OC)c2c(C)cc(=O)oc12 (stereo not drawn)	5.8	3.2	·	·	-17.2	0.0329	4.0	-12.1	2.7
c1cncc(-c2nnc(-c3ccco3)o2)c1	-174.7	-15.3	0.6	-1.0	-8.3	-0.0715	0.3	1.8	-27.6[20 µM]

Arranged by number of heavy atoms (smallest number first): part of the list above
SMILES	m-calpain inh	PPC-1+TRAIL kill	TRPML3 agonist	TRPN1 ag	EBV gp42 block	Cl transport mod	thrombin 1536	Tb hexokinase	Furin inhibitor
c1cncc(-c2nnc(-c3ccco3)o2)c1	-174.7	-15.3	0.6	-1.0	-8.3	-0.0715	0.3	1.8	-27.6[20 µM]
CCc1cc(-c2n[nH]c(=S)n2CC(C)C)cs1	44.2	3.1	-0.4	-2.3	6.2	8.35*	-7.5	-0.4	-4.8
Nc1n[nH]c2c1C1(CCCC1)Cc1ccccc1-2	1.9	10.1	-0.6	0.6	-7.4	-1.96	0.2	0.0	-16.0[20 µM]
Cc1cc(-c2csc(N)n2)c(C)n1-c1ccccc1	-25.6	17.4	-0.2	-0.8	3.7	-0.347	-1.2	-5.6	-20.8
COc1ccc(/C=C/C(=O)N2CCN(c3ccccc3)CC2)cc1S(=O)(=O)N1CCOCC1	-8.5	-2.1	2.9	4.1	-11.2	-0.972	3.0	-8.0	-27.6

(continued)
SMILES	m-calpain inh	PPC-1+TRAIL kill	TRPML3 agonist	TRPN1 ag	EBV gp42 block	Cl transport mod	thrombin 1536	Tb hexokinase	Furin inhibitor
COc1ccc(C)cc1NC(=O)c1ccc(N(C)S(C)(=O)=O)cc1	-6.2	-4.4	0.5	1.1	-5.8	-0.175	-6.4	-6.5	-11.1[20 µM]
CCn1c(SCC(=O)OC)nnc1-c1ccccc1	-6.4	1.7	0.8	1.4	-11.4	0.942	-8.5	-2.9	-26.4
CCOC(=O)C1CCC(CNCc2ccccc2C)CC1 (stereo not drawn)	-20.9	-0.6	-0.1	0.8	-11.1	-0.68	-3.4	4.2	-28.8
O=C(NCCCN1CCOCC1)C(=O)NCc1ccco1	-21.4	15.2	-0.3	0.0	-26.3	-0.00752	-1.3	-5.8	-22.7
Cc1nn(CC(=O)N2CCN(Cc3ccccc3)CC2)c(=O)c2ccccc12	4.6	9.1	0.6	2.0	-21.7	-0.834	2.8	-1.6	-15.4
COc1ccc(OC)c(C2CC(=O)N3CN(c4ccc(C)c(Cl)c4)CSC3=C2C#N)c1 (stereo not drawn)	-55.9	-10.3	-0.6	0.6	-2.8	·	-2.8	-14.2	-25.5
C=CCc1cc(C=O)cc(OC)c1OCc1ccc(C(=O)O)cc1	-19.5	-7.8	1.0	0.0	11.5	-1.05	-1.9	-0.3	-20.4
O=C(CNS(=O)(=O)c1ccc(Br)s1)N1CCCC1	21.6	11.2	0.2	-0.5	-11.6	0.0521	4.2	3.4	-28.6[20 µM]
O=C(c1ccc2c(=O)n(Cc3ccco3)c(=S)[nH]c2c1)N1CCN(Cc2ccccc2)CC1	-72.9	24.4	2.0	3.7	-6.5	1.92	-1.8	-14.4	-10.8[20 µM]
CC1C(Br)C(=O)NC(=O)N1Cc1ccccc1 (stereo not drawn)	-5.9	-19.3	0.3	0.7	-3.4	0.401	-1.0	-6.0	-26.0
COc1cc(/C=N/NC(=S)Nc2cccc(C(=O)O)c2)ccc1O	21.5	26.7	0.8	0.4	5.2	0.31	-8.1	-51.4	-4.4
CN1C(=O)CC(Sc2ccccc2C(=O)O)C1=O (stereo not drawn)	6.0	17.2	1.0	1.4	-27.7	·	0.6	6.0	-9.6[20 µM]
O=C(NCc1ccco1)Oc1ccccc1	-6.2	30.6	-0.4	1.1	-15.4	1.44	0.1	2.0	-19.6[20 µM]
